From PubChem BioAssay
FH mod: Identification of activators of human fumarate hydratase by quantitative high-throughput screening; Potency, µM (series often up to 79.9 µM), inactives show top-dose activity change, negative = inhibition, hits mostly inhibitors; 54,000 compounds, 0.22% hits; FH coupled MDH/diaphorase resazurin fluorescence, 15 min; Fumarate hydratase, mitochondrial (Homo sapiens), P07954; note: potency is the fitted concentration of half-maximal effect; % is set by controls: 0 for no effect and ±100 for the full control effect; the screen sought activators but most active calls are inhibition curves; nearly all actives have a fitted effect of over 45% in size
NTMT1 inh: inhibitors of human N-terminal methyltransferase NTMT1; AID 1645870; NTMT1 MTase-Glo SAH luminescence, purified enzyme; Potency, µM (titrated, usually from 114 µM), for the others: at the top dose activity change, negative = inhibition, most hits filed as inhibitors; Q9BV86; 59,000 compounds, 2.5% hits;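 note: potency is the fitted concentration of half-maximal effect; plate controls were DMSO vehicle for no effect and no enzyme for full effect; nearly all actives have a fitted effect of over 65% in size; many of its hits are not listed in these tables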
Target sequence (Q9BV86 whole entry, looked up): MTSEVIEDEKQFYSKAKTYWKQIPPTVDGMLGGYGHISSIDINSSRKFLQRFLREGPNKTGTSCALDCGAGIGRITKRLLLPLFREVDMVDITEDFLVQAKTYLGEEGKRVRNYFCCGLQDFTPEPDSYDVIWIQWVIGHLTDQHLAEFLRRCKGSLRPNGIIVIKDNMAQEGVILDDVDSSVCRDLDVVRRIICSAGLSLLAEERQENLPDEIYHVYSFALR
p53null 39C kill: p53 null cell cytotoxicity, nonpermissive temperature | H1299 p53-null (neo) cells, 39C, ATPlite viability, 24 h | Potency, µM (series often up to 46.1 µM), inactives show top-dose activity, negative = cell killing, hits mostly cytotoxic | 55,000 compounds, 0.97% hits;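 note: potency is the fitted concentration of half-maximal effect; 0% = DMSO only and -100% = full killing by 100 µM tamoxifen; nearly all actives have a fitted effect of over 50% in size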
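H1299 lung cancer cells, p53-null (H1299-neo) or expressing p53 A138V (H1299-p53A138V), were plated overnight at 37C, then exposed to compounds at up to 46 uM for 24 hr at 39C. Viability was read by ATP-based luminescence.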
p53null 32C tox: kills p53 null cells at the permissive temperature; Potency, µM (top dose mostly 46.1 µM), for inactives: at the top dose activity change, negative = cytotoxicity, actives largely listed as cytotoxic; H1299-neo p53 null cells, ATP luminescence, 24 h, 32C; 55,000 compounds, 0.62% hits;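 note: potency is the fitted concentration of half-maximal effect; 0% = DMSO only and -100% = full killing by 100 µM tamoxifen; nearly all actives have a fitted effect of over 55% in size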
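AC50 values derive from Hill modelling of qHTS concentration-response data (up to 46 uM) in H1299-neo cells. Cells were treated 24 h at 32C following overnight attachment at 37C; viability was read as cellular ATP.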
GALK inh: inhibits human galactokinase; P51570; AID 1347072; recombinant GALK, Kinase-Glo ATP luminescence, 1 h; Potency, µM (titrated, usually from 57.5 µM), for inactives: at the highest dose activity, negative = inhibition, actives largely listed as inhibitors; 44,000 tested, under 10 active;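 note: plate controls were full GALK reaction for no effect and reaction lacking GALK for full effect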
Target sequence (P51570 whole entry, looked up): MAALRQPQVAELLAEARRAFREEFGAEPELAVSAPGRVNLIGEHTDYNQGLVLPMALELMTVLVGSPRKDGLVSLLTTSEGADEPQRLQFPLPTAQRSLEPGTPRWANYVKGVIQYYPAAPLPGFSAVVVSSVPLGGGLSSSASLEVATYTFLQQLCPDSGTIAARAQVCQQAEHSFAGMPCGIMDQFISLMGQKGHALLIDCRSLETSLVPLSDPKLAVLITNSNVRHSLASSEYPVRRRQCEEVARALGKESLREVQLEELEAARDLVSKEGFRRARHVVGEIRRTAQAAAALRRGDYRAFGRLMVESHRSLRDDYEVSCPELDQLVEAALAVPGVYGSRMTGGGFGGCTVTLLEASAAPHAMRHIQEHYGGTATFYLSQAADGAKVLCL
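Luminescent ATP-depletion readout (Kinase-Glo Plus, 10 min) after 1 h RT reaction of 5 nM GALK, 35 uM ATP, 100 uM galactose, pH 8.0 HEPES buffer. Decreased kinase activity scored as inhibition.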
TSG101-PTAP inh: blocks PTAP binding to human TSG101, validation; Q99816; Fluorescence polarization, FITC-PTAP peptide/Tsg101, 20 min; Potency, µM (titrated, usually from 115 µM), without a hit: at the top dose activity change, negative = inhibition, usual class: inhibitors; 44,000 tested, under 10 active; note: potency is the fitted concentration of half-maximal effect; 0% is about no effect
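Read-out is FITC fluorescence polarization. Compounds were added to Tsg101 binding domain (10 uM final), then FITC-PTAP peptide (50 nM final), 20 min at r.t. Total S+P intensity flags fluorescent compounds.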
B2AR arrestin ag: agonists recruiting beta-arrestin to human beta2-adrenergic receptor. HTLA Tango cells, beta-arrestin recruitment, luciferase luminescence, 18 h. Potency, µM (highest dose often 46.1 µM), for the others: at the top dose activation, hits mostly activators. 44,000 tested, under 10 active. AID 1347077;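 note: potency is the fitted concentration of half-maximal effect; 0% = DMSO and full agonism = EC100 isoproterenol or metaproterenol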
Target sequence (P07550 whole entry, looked up): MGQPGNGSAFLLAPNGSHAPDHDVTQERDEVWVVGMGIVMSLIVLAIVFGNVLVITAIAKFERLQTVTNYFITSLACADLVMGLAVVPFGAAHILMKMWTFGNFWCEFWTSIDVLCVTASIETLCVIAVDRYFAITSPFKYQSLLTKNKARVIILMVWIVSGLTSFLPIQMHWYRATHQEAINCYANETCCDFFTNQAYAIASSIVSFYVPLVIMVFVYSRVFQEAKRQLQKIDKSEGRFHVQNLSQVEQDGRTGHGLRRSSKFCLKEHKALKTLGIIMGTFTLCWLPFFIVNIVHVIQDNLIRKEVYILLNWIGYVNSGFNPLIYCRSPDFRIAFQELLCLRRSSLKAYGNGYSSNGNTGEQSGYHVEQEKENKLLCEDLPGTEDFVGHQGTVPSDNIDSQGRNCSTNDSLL
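Tango cells (recombinant beta2-AR, beta-arrestin, tTA-driven luciferase), 1500/well in DMEM 1% FBS, treated 18 h at 37 °C with compounds up to 46 µM; luciferin mix added, luminescence read after 15 min; %activity curves fitted and curve-classed.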
An asterisk follows results filed as active; ? = inconclusive; nt = no result given; [ ] = remark or other dose. Calls come from the whole dose curve; as a rule, active = well fitted curve in the direction sought with a large enough effect; inconclusive = small, poorly fitted or top-dose-only effect, or another doubt; inactive = no such curve, though single readings can be large; an effect the other way counts as inactive or inconclusive. A portion of the library; rates above refer to the full screens.

SMILES	FH mod	NTMT1 inh	p53null 39C kill	p53null 32C tox	GALK inh	TSG101-PTAP inh	B2AR arrestin ag
CCC1CCc2nc3sc(C(=O)Nc4ccc(F)cc4F)c(N)c3cc2C1 (stereo unspecified)	-6%	-4%	-1%	-10%	-12%	1%	0%
Cc1cc(=O)c2cc(C(=O)Nc3cccc(C)c3C)ccc2[nH]1	2%	-16%	31%[activator]	-6%	2%	-2%	-3%
Cc1nc2ccccc2n1CCc1nc2c3ccccc3nc(SCc3cccc(F)c3)n2n1	?	-4%	-3%	?	1%	-7%	-3%
COc1ccc(Cl)cc1NC(=O)Cn1cnc2sc(C)c(S(=O)(=O)N3CCN(c4ccccc4OC)CC3)c2c1=O	-21%	8%	2%	12%	1%	1%	1%
CN(C)c1ccc(C2CC(c3c(O)n(C4CCCCC4)c(=O)[nH]c3=O)=Nc3ccccc3S2)cc1 (stereo unspecified)	-8%	6%	-3%	-3%	2%	1%	-3%
CC(CCc1ccccc1)NC(=O)Cn1ncc2c3ccccc3n(Cc3ccccc3)c2c1=O (stereo unspecified)	-1%	-2%	-18%	-11%	-2%	-1%	-4%
CCCNC(=O)C(CC)n1nc(CC)n2c(cc3oc(C)cc32)c1=O (stereo unspecified)	6%	3%	-4%	-4%	2%	-3%	1%
CCOc1ccc(-c2cc(C(=O)NCc3ccc(OCC)c(OC)c3)[nH]n2)cc1	-3%	11%	-7%	-7%	0%	-5%	0%
COc1c(Cl)cc(C(=O)N(Cc2ccc(C)o2)C2CCS(=O)(=O)C2)cc1Cl (stereo unspecified)	-24%	-3%	-4%	-7%	-7%	-3%	0%
COc1ccc(OC)c(NC(=O)CSC2=Nc3ccccc3C3=NC(CC(=O)NCCc4ccccc4)C(=O)N23)c1 (stereo unspecified)	-26%	-13%	11%	1%	-1%	-8%	-2%
COc1ccc(C)cc1Nc1nc2c(S(=O)(=O)c3cc(C)ccc3C)nnn2c2ccsc12	0%	6%	?	-1%	0%	0%	1%
Cc1cccc(-n2c3nc(=O)n(C)c(=O)c-3cc3c(C)nn(-c4ccccc4)c32)c1C	2%	-5%	-4%	4%	8%	0%	0%
Cc1ccc2c(=O)c(C(=O)c3ccc(F)cc3)cn(CC(=O)NCc3ccccc3Cl)c2n1	-10%	-12%	-2%	-1%	0%	0%	2%
O=C(Cn1ccc2cc(S(=O)(=O)N3CCCCC3)ccc21)NCCc1ccc(Cl)cc1	?	-4%	-14%	9%	2%	-4%	-1%
Cc1ccc(N(CC(C)C)S(=O)(=O)c2nnc(NC(=O)c3ccco3)s2)cc1	-9%	-3%	-10%	9%	3%	-3%	0%
Cn1cc(S(=O)(=O)N2CCCC2)cc1C(=O)Nc1ccc(F)cc1F	6%	9%	19%	3%	?	0%	0%
Cc1ccc(NC(=O)CCc2nc3cccnc3n2-c2ccccc2)cc1	4%	7%	8%	1%	-12%	1%	0%
CC(=O)N(Cc1cccnc1)c1nc2c(C)cccc2s1	-2%	-2%	4%	-9%	1%	-9%	-4%
O=C(Nc1ccc(F)c(F)c1)C(c1ccccc1)N1Cc2ccccc2C1=O (stereo unspecified)	?	-3%	-26%	1%	-5%	1%	1%
CCCCC(=O)Nc1nnc(S(=O)(=O)N(C)Cc2ccc(Cl)cc2)s1	5%	5%	-9%	-1%	2%	0%	0%
CCN(CC)c1ccc(NC(=O)c2sc3ccccc3c2Cl)cc1	-7%	-8%	-20%	4%	0%	4%	0%
CCOC(=O)c1c(-c2ccccc2)oc2ccc(NS(=O)(=O)c3ccc(C)cc3C)cc12	nt	nt	37%[activator]	30%	2%	-3%	1%
O=C1CC(c2ccc(F)cc2)c2c(n3c(nc4ccccc43)[nH]c2=O)N1 (stereo unspecified)	-1%	-4%	-16%	-24%	-4%	-6%	0%
Cc1cccc(Nc2cc(C)nc(-n3nc(C)cc3C)n2)c1	4%	8%	-21%	-17%	2%	1%	0%
COc1cccc(Nc2ccc3cc(S(=O)(=O)N4CCC(C)CC4)ccc3n2)c1	?	-13%	19%	2%	0%	-1%	0%

Continuation.
SMILES	FH mod	NTMT1 inh	p53null 39C kill	p53null 32C tox	GALK inh	TSG101-PTAP inh	B2AR arrestin ag
CCc1cccc(NS(=O)(=O)c2ccc(-n3cccn3)cc2)c1	-13%	0%	11%	0%	1%	2%	0%
CN1C(=O)c2ccccc2Sc2ccc(NC(=O)NCc3cccc(Cl)c3)cc21	-21%	9%	45%[activator]	16%	-8%	0%	-2%
O=C(c1ccccc1)N1CCC(c2nc3ccccc3o2)CC1	-12%	14%	3%	-3%	4%	1%	1%
Cc1cc(NC(=O)C(C)(C)Oc2ccc(Cl)cc2)cc(-c2nc3ncccc3o2)c1O	-17%	18%	nt	nt	9%	-3%	1%
Cc1ccc(C2=NN(CC(=O)NC(C)c3ccccc3)C(=O)CC2)cc1 (stereo unspecified)	-2%	-6%	?	-17%	2%	-3%	-1%
Cc1cccc(NC(=O)CSc2nc3c(oc4ccccc43)c(=O)n2-c2ccccc2)c1C	-10%	-4%	18%	3%	-6%	1%	0%
O=C(NCCc1nc2ccccc2n1Cc1ccccc1)c1ccco1	-10%	-2%	11%	1%	3%	0%	0%
CCNC(=O)Cn1c(-c2cccs2)cc2ccccc21	5%	-1%	-1%	-4%	3%	0%	1%
O=C(Nc1ccc(O)c(-c2nc3ccccc3o2)c1)c1ccco1	-3%	19%	-7%	0%	-1%	-10%	-2%
O=C(Cn1c(=O)oc2cc(S(=O)(=O)N3CCCCCC3)ccc21)Nc1cccc(C(F)(F)F)c1	-5%	9%	-2%	14%	-2%	1%	0%
CCOc1ccccc1NC(=O)NCc1noc2ccc(C)cc12	-16%	-3%	-14%	0%	-5%	-3%	-1%
COc1ccc(Cl)cc1NC(=O)CSc1nccn1-c1ccc(Cl)cc1	-14%	2%	2%	-25%	2%	2%	-1%
Cc1ccc(CCNC(=O)CCn2nc(-c3ccccc3)ccc2=O)cc1	2%	?	14%	-7%	-1%	-3%	1%
CC(=O)NCCn1c(SCC(=O)Nc2ccc(C)cc2)nc2ccccc2c1=O	-9%	5%	24%	-3%	-2%	0%	-3%
O=C(CNC(=O)c1ccccc1)OCc1cc(=O)n2nc(C3CCCCC3)sc2n1	-2%	-2%	-7%	5%	0%	-9%	1%
O=C(Nc1nnc(-c2cc(Cl)ccc2Cl)o1)c1ccc2c(c1)OCCO2	16%	4%	-41%	-5%	1%	1%	0%
Cc1ccccc1C(=O)N1CCC(c2nc3ccccc3s2)CC1	-6%	10%	-28%	-6%	0%	-5%	-4%
Cc1ccc(CSCCNC(=O)C2CCN(S(=O)(=O)Cc3ccccc3)CC2)cc1	nt	nt	13%	-4%	0%	-9%	-3%
COc1cccc(CNC(=O)c2ccc3c(c2)N(Cc2ccc(F)cc2Cl)C(=O)c2ccccc2S3)c1	?	2%	-1%	-2%	3%	-3%	2%
COc1ccc(C2=C(C)C(=O)N(Cc3ccc(C(=O)Nc4cccc(F)c4)cc3)S2(=O)=O)cc1	-7%	-5%	9%	8%	1%	-8%	3%
Cn1cc(S(=O)(=O)N2CCCCCC2)cc1C(=O)N1CCN(c2ccc(F)cc2)CC1	-7%	-13%	-15%	-1%	-1%	0%	-1%
COc1ccc(OC)c(NC(=O)c2cnc(N3CCCCC3)c3ccccc23)c1	-27%	-16%	19%	17%	-8%	-2%	1%
Cc1cc(Nc2sc(C(=O)c3ccc(F)cc3)c(N)c2C(=O)Nc2ccc(F)cc2)ccc1Cl	?	3%	4%	1%	-13%	-3%	-4%
COc1cc(NC(=O)c2c3c(nc4ccccc24)C(=O)N(C2CCCCC2)C3)cc(OC)c1	-13%	11%	-22%	-1%	-2%	2%	5%
Cc1ccc(N(CC(=O)N2CCN(c3ccc(F)cc3)CC2)S(=O)(=O)c2c(C)noc2C)cc1	-13%	4%	12%	12%	0%	1%	0%

Entries from the list above that have an aryl thioether with sulfur outside any ring, in the order listed:
SMILES	FH mod	NTMT1 inh	p53null 39C kill	p53null 32C tox	GALK inh	TSG101-PTAP inh	B2AR arrestin ag
Cc1nc2ccccc2n1CCc1nc2c3ccccc3nc(SCc3cccc(F)c3)n2n1	?	-4%	-3%	?	1%	-7%	-3%
Cc1cccc(NC(=O)CSc2nc3c(oc4ccccc43)c(=O)n2-c2ccccc2)c1C	-10%	-4%	18%	3%	-6%	1%	0%
COc1ccc(Cl)cc1NC(=O)CSc1nccn1-c1ccc(Cl)cc1	-14%	2%	2%	-25%	2%	2%	-1%
CC(=O)NCCn1c(SCC(=O)Nc2ccc(C)cc2)nc2ccccc2c1=O	-9%	5%	24%	-3%	-2%	0%	-3%

(more compounds)
SMILES	FH mod	NTMT1 inh	p53null 39C kill	p53null 32C tox	GALK inh	TSG101-PTAP inh	B2AR arrestin ag
O=C(CN1C(=O)COc2ccc(Cl)cc21)Nc1cccc(F)c1	-1%	-16%	17%	14%	-4%	0%	0%
Cc1ccc(CNC(=O)CC2Oc3ccc(Cl)cc3NC2=O)cc1 (stereo unspecified)	-2%	5%	4%	4%	2%	-3%	-2%
CCN1c2ccccc2-c2nc(SCC(=O)Nc3cccc(C(F)(F)F)c3)ncc2S1(=O)=O	-1%	0%	0%	6%	6%	-7%	0%
O=C(CSc1nccn1-c1ccccc1)Nc1nc2ccccc2s1	1%	11%	8%	-5%	1%	1%	0%
Cc1nc2c3ccccc3nc(NNC(=O)CCC(=O)N3CCN(c4ccc(F)cc4)CC3)n2n1	9%	2%	3%	-1%	1%	-1%	0%
CCN(CC)CCCNC(=O)CCCn1c(=O)[nH]c2ccc(Br)cc2c1=O	-4%	-4%	-18%	2%	1%	0%	1%
O=C1CC(c2cccc(F)c2)c2c(n3ncnc3[nH]c2=O)N1 (stereo unspecified)	5%	14%	-25%	5%	7%	-3%	0%
CCOc1ccc(NC(=O)CCc2nnc3n(C)c(=O)c4sccc4n23)cc1	3%	9%	-1%	-10%	1%	-10%	0%
CC1CCN(S(=O)(=O)c2csc(C(N)=O)c2)CC1	4%	-4%	-9%	-8%	0%	-4%	1%
CCCN(CCC)S(=O)(=O)c1ccc(C(=O)Nc2sc3c(c2C(=O)OC)CCN(CC)C3)cc1	?	1%	10%	-1%	0%	39%[activator]	1%
CCc1ccc(NC(=O)CSc2nc(=O)n(Cc3ccncc3)c3c2CCC3)cc1	-2%	5%	-10%	-1%	-6%	-2%	-1%
CCCN1C(=O)C(O)(CC(=O)c2ccc(C(C)C)cc2)c2ccccc21 (stereo unspecified)	0%	4%	-6%	4%	2%	-7%	1%
O=C(CCC1N=C2c3ccccc3N=C(SCc3ccc(F)cc3)N2C1=O)NC1CCCCC1 (stereo unspecified)	-23%	12%	0%	5%	-1%	-1%	1%
Cn1ccc2cc(S(=O)(=O)N3CCN(C(=O)Nc4ccc(F)cc4F)CC3)ccc21	-2%	9%	12%	0%	-2%	2%	-1%
COc1ccc(CCNC(=O)CS(=O)Cc2nc(-c3ccc(C)cc3)oc2C)cc1OC (stereo unspecified)	-2%	-22%	-21%	4%	7%	-9%	1%
